From PubChem
NadD block: NadD (S. aureus) enzyme inhibition | inhibition, % at 20 µM | AID 602399 | purified NadD enzyme, colorimetric absorbance read-out | 360,000 tested, 0.78% active; in the data active = inhibition above about 26%; note: some compounds past the cut are filed as inactive
Neddylation inh: cullin neddylation inhibition; P61081+Q13564; TR-FRET cullin neddylation, biochemical; 360,000 tested, 0.58% active; calls only at 25 µM; in the data active = inhibition above about 36%
Target sequence (P61081 whole entry, looked up): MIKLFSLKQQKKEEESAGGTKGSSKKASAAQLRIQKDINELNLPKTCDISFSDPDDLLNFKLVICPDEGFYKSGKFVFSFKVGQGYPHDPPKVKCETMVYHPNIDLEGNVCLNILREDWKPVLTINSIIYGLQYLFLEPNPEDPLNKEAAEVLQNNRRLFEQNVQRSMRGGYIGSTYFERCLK
Target sequence (Q13564 whole entry, looked up): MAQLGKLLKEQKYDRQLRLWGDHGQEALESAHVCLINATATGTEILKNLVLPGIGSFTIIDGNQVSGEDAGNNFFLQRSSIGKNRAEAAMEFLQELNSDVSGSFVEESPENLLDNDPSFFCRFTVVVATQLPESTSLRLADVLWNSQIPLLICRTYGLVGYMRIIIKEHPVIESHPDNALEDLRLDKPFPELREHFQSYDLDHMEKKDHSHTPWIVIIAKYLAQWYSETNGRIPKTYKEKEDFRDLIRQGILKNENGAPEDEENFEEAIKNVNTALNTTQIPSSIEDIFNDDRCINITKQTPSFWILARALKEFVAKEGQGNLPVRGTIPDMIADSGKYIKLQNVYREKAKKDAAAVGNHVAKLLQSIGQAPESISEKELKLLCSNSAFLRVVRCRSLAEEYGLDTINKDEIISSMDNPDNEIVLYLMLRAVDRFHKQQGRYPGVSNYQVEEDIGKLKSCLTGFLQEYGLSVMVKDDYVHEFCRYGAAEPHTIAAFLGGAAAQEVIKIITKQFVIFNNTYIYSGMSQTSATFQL
Scp1 inh: blocks human Scp-1 phosphatase activity; Recombinant Scp1, phosphopeptide, malachite green phosphate absorbance; Q9GZU7; AID 493091; inhibition, % at 20 µM; 340,000 tested, 0.88% active;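 active = inhibition above about 50% at 20 µM, limit read from the data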;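 note: plate controls were DMSO wells with enzyme for no effect and wells lacking enzyme for full effect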
Target sequence (Q9GZU7 76-261 limits assumed): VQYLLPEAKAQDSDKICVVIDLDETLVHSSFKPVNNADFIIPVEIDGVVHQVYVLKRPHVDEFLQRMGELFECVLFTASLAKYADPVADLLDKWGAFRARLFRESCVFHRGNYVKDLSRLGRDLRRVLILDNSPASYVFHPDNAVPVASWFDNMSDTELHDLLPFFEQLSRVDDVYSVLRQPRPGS
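Material: truncated SCP-1 phosphatase (76-261aa) / Buffer or medium: 50 mM Tris acetate pH 5.5, 0.005% Tween-20, 10 mM MgCl2 / Compound dosing: one concentration, 20 µM, with 1.0% DMSO / Incubation: 45 min room-temperature reaction, 5 min colour, 30 min stabiliser / Detection: colorimetric free-phosphate detection, absorbance 630 nm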
DNMT1 inh: DNMT1 (human) enzyme inhibition. P26358. DNMT1 molecular beacon, Hinp1I cleavage, fluorescence. inhibition (reported as % activation of signal), % at 10 µM. 360,000 tested, 0.83% active. AID 588458; in the data active = inhibition above about 50%
CendR NRP1 mod: alters CendR peptide binding to human NRP-1. O14786. FAM-RPARPAR peptide binding to NRP-1, fluorescence polarization. inhibition, % at 25 µM. 360,000 tested, 0.85% active. AID 602438;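 active = inhibition or corrected inhibition above about 18%, plus a signal ratio from 0.5 to 1.5, limit read from the data, passing the limit was not always enough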; note: strong numbers were not always called active
SKN-1 inh: blocks SKN-1 activity in C. elegans; 360,000 tested, 0.49% active; AID 624304; C. elegans VP596 Pgst-4::GFP/RFP ratio, acrylamide-induced, 24 h; inhibition, % at 21.8 µM;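 active = interference check ratio from 0.5 to 1.5 plus GFP to RFP signal ratio inhibition reaching or exceeding a fixed threshold, cut at about 30% in these data, passing the limit was not always enough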; note: some compounds called inactive have numbers as strong as hits
TbMetRS inhib: blocks T. brucei methionyl-tRNA synthetase activity; 360,000 tested, 0.4% active; purified T. brucei MetRS, ATP depletion, Kinase-Glo luminescence; inhibition, % at 11.9 µM;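 active = inhibition above a per-plate cutoff of the control wells' mean inhibition plus 3 SD, cut at about 5.5% in these data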;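 note: 0% = DMSO wells median and 100% = median of wells with control inhibitor compound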
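technique = Kinase-Glo luminescence, ATP depletion format | system = purified MetRS (methionyl-tRNA synthetase) enzyme from Trypanosoma brucei | timing = 15 min preincubation, 2 h reaction, all 25 °C | evaluation = percent inhibition versus plate control medians | dosing = single dose, 11.9 µM final nominal, 0.9% final DMSO | also added = substrates ATP, L-methionine and bulk Escherichia coli tRNA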
SUMO1-SIM PPI: SUMO1-SIM interaction modulation; inhibition, % at 20 µM; SUMO1 binding to a labelled peptide, TR-FRET, 1 h; AID 602429; 360,000 tested, 0.33% active; in the data active = inhibition above about 37%
LMPTP block: LMPTP (human) inhibition; recombinant LMPTP-A, OMFP fluorogenic substrate, fluorescence intensity; 360,000 tested, 0.22% active; P24666; inhibition, % at 20 µM;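 active = compounds that cut the enzyme signal by at least half of the control window in the single-dose screen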;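 note: plate controls were DMSO wells with enzyme plus substrate for no effect and substrate without enzyme for full effect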
Target sequence (P24666 whole entry, looked up): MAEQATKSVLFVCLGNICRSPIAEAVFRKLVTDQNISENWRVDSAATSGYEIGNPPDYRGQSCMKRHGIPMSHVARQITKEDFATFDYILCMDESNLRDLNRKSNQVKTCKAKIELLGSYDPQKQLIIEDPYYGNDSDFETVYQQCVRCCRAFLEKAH
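Test system: LMPTP-A, protein tyrosine phosphatase of low molecular weight; Input: 0.625 nM enzyme; Incubation: 50 min dark incubation at room temperature; Signal: endpoint fluorescence intensity from OMFP dephosphorylation; Read-out basis: % inhibition versus control wells.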
STEP inh: STEP (human) phosphatase inhibition | recombinant STEP, OMFP fluorogenic substrate, fluorescence | 360,000 tested, 0.25% active | P54829 | AID 588621 | inhibition, % at 20 µM;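 active = inhibition at 20 µM, scaled per plate between control wells, above about 37%, limit read from the data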;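 note: 0% = DMSO with enzyme and substrate and 100% = substrate only without enzyme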
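Assay system: isolated STEP enzyme. Buffer or medium: pH 6.0 Bis-Tris with DTT and Tween 20. Also added: fluorogenic phosphatase substrate OMFP at 25 µM final. Dosing: 20 µM, 1% DMSO. Timing: 20 min reaction, room temperature, in the dark. Measured by: fluorescence intensity, excitation 480 nm, emission 540 nm. Evaluation: normalized % inhibition.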
Numbers without * were called inactive; i = inactive; nt = no result given.

SMILES	NadD block	Neddylation inh	Scp1 inh	DNMT1 inh	CendR NRP1 mod	SKN-1 inh	TbMetRS inhib	SUMO1-SIM PPI	LMPTP block	STEP inh
CN(CC(=O)Nn1cnnc1)S(=O)(=O)c1ccc(Br)cc1	-1	i	-6	-1	-4	23	0.9	1	-1.5	1
COc1ccc(OC)c(CN2C(=O)c3ccccc3C2C(=O)NCc2cccnc2)c1 (stereo unspecified)	2	i	-6	-3	6	-7	0.2	2	-0.8	-1
CN(C(=O)COC(=O)/C=C/c1ccc2ccccc2n1)c1c(N)n(Cc2ccccc2)c(=O)[nH]c1=O	2	i	-6	-3	-7	8	-0.1	-30	0.4	-4
C[C@H](NS(=O)(=O)c1ccc2c(c1)OCCCO2)C(=O)N1CCN(Cc2ccccc2)CC1	4	i	-8	3	0	10	-0.3	4	-0.7	-1
CCN(C(=O)COc1ccc(F)cc1Br)c1c(N)n(Cc2ccccc2)c(=O)[nH]c1=O	-2	i	0	-2	13	-1	-0.4	-3	-1.3	-2
CC/C(CC(C)(C)c1ccccc1)=N\O	-6	i	-11	3	0	10	0.1	-2	-1.6	-3
CCOc1ccc(N(CC)C(=O)Cc2c(C(=O)O)n(C)c3ccccc23)cc1	1	i	-15	0	-3	-2	-0.4	1	-0.2	0
Cc1cc2c3ccccc3ncn2n1	-1	i	-11	4	4	-15	-2.1	0	-0.9	3
CCOc1ccc(N(CC(=O)N2CCN(Cc3ccccc3)CC2)S(C)(=O)=O)cc1	-4	i	-9	-2	7	13	-0.3	6	-1.5	1
O=C(CNC(=O)c1nc[nH]c1C(=O)NCC(=O)OCc1ccccc1)OCc1ccccc1	11	i	-8	-4	10	-12	-0.4	0	-0.7	2
COc1ccc([N+](=O)[O-])cc1NC(=O)/C=C/C(=O)O	-7	i	-9	0	2	2	-1.0	-7	-2.7	-4
O=C(CSc1nnnn1Cc1ccccc1)NCCc1ccccc1	1	i	-2	5	0	-16	-0.2	-2	-0.4	-23
O=C(/C=C/c1ccccc1[N+](=O)[O-])OCC(=O)c1ccccc1	-3	i	-23	-1	-12	2	-0.2	-29	0.4	0
CC(C)Sc1sc(C(=O)O)c(-c2ccc(Cl)cc2)c1C#N	-8	i	-13	1	4	3	0.2	-10	-1.9	3
CC(C)(C)S(=O)(=O)c1ccccc1-c1noc(-c2ccccc2)c1C(N)=O	-4	i	0	3	43*	-15	-1.0	-6	-0.8	-1
Cc1cc(C)n2nc(SCC(=O)Nc3ccc(O)cc3)nc2n1	-3	i	4	0	0	-9	-0.8	4	-1.0	-2
CC(C)(C)c1ccc(C(=O)Cn2cnnc2C#N)cc1	1	i	12	1	-1	-1	-0.7	0	-0.5	0
Cc1ccccc1Cn1ccc(NC(=O)c2onc(C)c2Cl)n1	0	i	-9	0	-4	9	0.4	2	0.6	2
CCC(C)Sc1nnc(Cc2cc(=O)[nH]c(=O)[nH]2)n1-c1ccc(OC)cc1 (stereo unspecified)	3	i	-15	5	3	-5	0.2	3	-1.5	0
O=C(Oc1cncc(Cl)c1)c1ccco1	-6	i	-5	6	-1	39*	-0.3	2	-1.8	1
COc1cccc(NC(=O)CN(C)C(=O)c2ccc3ccccc3c2)c1	-5	i	-15	-3	-1	-27	0.5	-2	0.2	1
O=S(=O)(Nc1ccc(N2CCOCC2)cc1)c1ccc(F)cc1	-3	i	-3	0	-9	-3	-0.8	4	-0.2	2
O=C(COC(=O)CCc1nc2ccccc2s1)NC(=O)NCc1ccco1	-3	i	9	-1	-1	-25	-1.2	1	-1.0	-2
COC(=O)c1c(NC(=O)c2ccc(C)cc2)csc1C	-1	i	-12	9	0	14	0.9	3	2.5	3
CCOc1ccc(C(c2c(C)n(C)n(-c3ccccc3)c2=O)c2c(C)n(C)n(-c3ccccc3)c2=O)c(O)c1	3	i	17	-2	2	6	-0.5	4	-1.2	-1

Reprinted from the results shown, two compounds:
SMILES	NadD block	Neddylation inh	Scp1 inh	DNMT1 inh	CendR NRP1 mod	SKN-1 inh	TbMetRS inhib	SUMO1-SIM PPI	LMPTP block	STEP inh
CN(CC(=O)Nn1cnnc1)S(=O)(=O)c1ccc(Br)cc1	-1	i	-6	-1	-4	23	0.9	1	-1.5	1
COc1ccc(OC)c(CN2C(=O)c3ccccc3C2C(=O)NCc2cccnc2)c1 (stereo unspecified)	2	i	-6	-3	6	-7	0.2	2	-0.8	-1

Remaining list, next part
SMILES	NadD block	Neddylation inh	Scp1 inh	DNMT1 inh	CendR NRP1 mod	SKN-1 inh	TbMetRS inhib	SUMO1-SIM PPI	LMPTP block	STEP inh
CCc1ccc(OCC(=O)NC(NC(=S)Nc2ccc(Cl)cc2)C(Cl)(Cl)Cl)cc1 (stereo unspecified)	12	i	-12	4	0	-1	-0.8	14	0.5	0
O=C(O)c1ccc(CNCc2cccc(OCc3ccc(F)cc3)c2)cc1	-1	i	7	1	4	11	-0.4	1	-3.1	-3
COC(=O)c1scc(C)c1NC(=O)c1cccc(C#N)c1	-7	i	-19	3	5	7	-0.4	2	-0.4	0
Cc1ccc(/C=N/NC(=O)Cn2cnc3ccccc32)o1	1	i	-2	1	9	0	-1.5	-7	-0.9	-1
CCn1cc(C(=O)N2CCN(c3ccccn3)CC2)c2cc(OC)c(OC)cc2c1=O	-1	i	-5	-3	5	-13	-0.1	0	-0.6	1
Cc1ccc(C(=O)N2CCc3ccccc32)cc1NC(=O)c1ccco1	0	i	-3	-3	-11	11	-0.6	0	-0.6	0
COc1ccc(C(=O)N(Cc2ccco2)Cc2cc3cc(C)ccc3[nH]c2=O)cc1OC	-1	i	-4	3	-3	3	1.0	8	0.1	-6
O=C(O)CS(=O)(=O)CC(=O)O	4	i	17	1	-2	-7	0.5	0	-0.5	-2
Brc1cc2c(cc1CN1CCc3ccccc3C1)OCO2	-4	i	-7	2	0	5	-0.2	-2	-0.2	-4
O=[N+]([O-])c1ccc(C=NNc2ccc(S(=O)(=O)O)cc2)cc1	2	i	17	1	-47	12	-0.1	-32	2.0	0
Cc1ccccc1OCC(=O)Nc1cccc(N(C)S(C)(=O)=O)c1	1	i	-10	-2	7	3	-0.4	-4	-0.3	-1
O=C(CNC(=O)C1CCCCC1)OC(C(=O)c1ccccc1)c1ccccc1 (stereo unspecified)	0	i	-11	1	-8	6	-0.3	0	1.3	1
CCN1C[C@@H]2[C@@H]3C(=O)N(Cc4ccccc4)C(=O)[C@@H]3[C@](C)(C1=O)N2C(=O)c1ccccc1	0	i	-4	5	3	9	0.1	3	-1.1	2
Cc1c(C)n(C)c2ccc([N+](=O)[O-])cc12	3	i	-11	22	-1	2	0.1	-11	0.0	1
CCOC(=O)Cc1csc(NC(=O)CSc2nnnn2-c2ccc(F)cc2)n1	0	i	-13	-1	-3	-6	0.0	2	-0.2	-1
N#CCCN(C(=O)COC(=O)c1ccc2ccccc2n1)c1ccccc1	7	i	-5	1	18	-8	-0.1	-13	-0.6	-2
Nc1nn(S(=O)(=O)c2ccccc2)cc1-c1cccc([N+](=O)[O-])c1	-2	i	-7	-4	-1	8	0.1	-13	1.8	2
Cc1ccc(S(=O)(=O)CCc2nc3ccccc3s2)cc1C	2	i	0	0	11	10	-0.2	2	-2.0	2
CCC(=O)N1CCc2cc(Br)cc(S(=O)(=O)NCCCN(C)Cc3ccccc3)c21	-7	i	2	-2	6	-10	-0.3	-11	-2.7	-3
COc1ccc(S(=O)(=O)N2CCCCCC2)cc1NC(=O)CCNC(=O)c1ccc(Cl)cc1	-8	i	nt	-5	-10	15	0.0	4	-0.1	2
Cc1nc(N)c(C#N)c(-c2cccnc2)c1-c1ccccc1	-5	i	-10	10	1	10	-0.2	-6	9.2	1
O=C(O)/C=C/C(=O)Nc1ccc(Cc2ccc(NC(=O)/C=C/C(=O)O)cc2)cc1	-1	i	20	8	-21	2	-0.3	3	2.1	1
Nc1nc(-c2ccc3ccccc3c2)c(C2(O)C(=O)Nc3c(Br)cc(F)cc32)s1 (stereo unspecified)	-2	i	0	-1	-5	-1	-0.3	-1	-0.2	-2
COc1ccc(N2CC(C(=O)Nc3nnc(SCC(=O)N4CCOCC4)s3)CC2=O)cc1 (stereo unspecified)	0	i	-5	1	6	15	0.1	3	-1.5	3
Cc1ccc(C)c(N2CCN(C(=S)Nc3ccc4nc(N5CCN(C)CC5)cc(C)c4c3)CC2)c1	-1	i	-11	0	-3	-9	-0.4	-34	2.9	9
Cc1ccc(S(=O)(=O)NCC(=O)OCc2nnc(-c3ccccc3)o2)cc1C	3	i	-3	-4	4	-9	-0.3	4	-1.5	-3
CCCCOC(=O)N1CCOCCOCCOCC1	-2	i	-3	-1	16	1	-0.7	0	-0.3	0
COc1ccc(-c2cc(CCCC(=O)NCCc3ccccc3)no2)cc1	-5	i	-5	-6	12	4	-1.0	-4	1.8	-1
Cc1cc(NS(=O)(=O)c2ccc(N3C(=O)C4C5C=CC(C5)C4C3=O)cc2)nc(C)n1 (stereo unspecified)	-2	i	24	18	-10	4	0.3	3	-1.3	2

Marked active in CendR NRP1 mod, of those listed so far:
Compound,NadD block,Neddylation inh,Scp1 inh,DNMT1 inh,CendR NRP1 mod,SKN-1 inh,TbMetRS inhib,SUMO1-SIM PPI,LMPTP block
CC(C)(C)S(=O)(=O)c1ccccc1-c1noc(-c2ccccc2)c1C(N)=O,-4,i,0,3,43*,-15,-1.0,-6,-0.8

Just LMPTP block, NadD block and SKN-1 inh, for 5 of the compounds above:
Compound | LMPTP block | NadD block | SKN-1 inh
O=C(O)/C=C/C(=O)Nc1ccc(Cc2ccc(NC(=O)/C=C/C(=O)O)cc2)cc1 | 2.1 | -1 | 2
Nc1nc(-c2ccc3ccccc3c2)c(C2(O)C(=O)Nc3c(Br)cc(F)cc32)s1 (stereo unspecified) | -0.2 | -2 | -1
COc1ccc(N2CC(C(=O)Nc3nnc(SCC(=O)N4CCOCC4)s3)CC2=O)cc1 (stereo unspecified) | -1.5 | 0 | 15
Cc1ccc(C)c(N2CCN(C(=S)Nc3ccc4nc(N5CCN(C)CC5)cc(C)c4c3)CC2)c1 | 2.9 | -1 | -9
Cc1ccc(S(=O)(=O)NCC(=O)OCc2nnc(-c3ccccc3)o2)cc1C | -1.5 | 3 | -9

A draw from above in order of number of heavy atoms, low to high.
SMILES	NadD block	Neddylation inh	Scp1 inh	DNMT1 inh	CendR NRP1 mod	SKN-1 inh	TbMetRS inhib	SUMO1-SIM PPI	LMPTP block	STEP inh
Cc1ccccc1OCC(=O)Nc1cccc(N(C)S(C)(=O)=O)c1	1	i	-10	-2	7	3	-0.4	-4	-0.3	-1
CC(C)(C)S(=O)(=O)c1ccccc1-c1noc(-c2ccccc2)c1C(N)=O	-4	i	0	3	43*	-15	-1.0	-6	-0.8	-1
C[C@H](NS(=O)(=O)c1ccc2c(c1)OCCCO2)C(=O)N1CCN(Cc2ccccc2)CC1	4	i	-8	3	0	10	-0.3	4	-0.7	-1
